USP2a block – inhibitors of human ubiquitin-specific protease USP2a; O75604; USP2 core, Ub-CHOP2 coupled fluorogenic reporter, 485/531; Potency, µM (titrated, usually from 38.3 µM), for the others: top-dose activity change, negative = inhibition, actives largely listed as inhibitors; hit rate 0.01% among 330,000; AID 463254;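 note: potency is the fitted concentration of half-maximal effect; plate controls were DMSO wells for no effect and full inhibition by NEM control for full effect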
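Deubiquitinase activity read as fluorescence (485/531 nm) after Ub-CHOP2 cleavage activates the enterokinase reporter on its substrate; USP2 core 10nM, Ub-CHOP2 and substrate 25nM each, 30min compound preincubation then 60min RT; data normalized to NEM, curves fitted.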
PKM2 activator – activators of human pyruvate kinase M2; AID 1631; Potency, µM (series often up to 57.5 µM), for the others: top-dose activation, hits mostly activators; purified PKM2, Kinase-Glo ATP luminescence, activation; response scale: 0% is enzyme alone, no compound; P14618; hit rate 0.34% among 260,000; note: potency is the fitted concentration of half-maximal effect; nearly all actives have a fitted effect of over 55% in size
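Purified hPK-M2 (>95% pure) converted ADP (0.1 mM final) to ATP with 0.5 mM PEP in 50 mM imidazole pH7.2, KCl, MgCl2, Tween 20, BSA; 1 h at room temperature. ATP detected by Kinase-Glo luminescence.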
B2AR arrestin – recruits beta-arrestin to the human beta2-adrenergic receptor | beta-arrestin recruitment to beta2AR, cell-based reporter | hit rate 0.02% among 330,000 | Potency, µM (highest dose often 46.1 µM), inactives show at the top dose activation, actives largely listed as activators;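 note: potency is the fitted concentration of half-maximal effect; 0% = DMSO controls and full agonism = EC100 isoproterenol or metaproterenol; nearly all actives have a fitted effect of over 65% in size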
Coupling enz – coupling enzyme interference in Giardia aldolase counter-screen; hit rate 0.67% among 290,000; coupling enzyme system counterscreen, AmpLite Red fluorescence; activity change, negative = inhibition, % at 58.2 µM, hits read low; in the data active = activity change below about -30%
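Final compound at 57.5 uM, incubated 10 min at RT with coupling enzyme reagent (glyceraldehyde-3-phosphate), then 20 min with substrate and AmpLite Red detection. Fluorescence read at 525/598 nm; tests interference with the coupling assay, not aldolase inhibition.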
hERG WT inh – inhibitors of human wildtype KCNH2 potassium channel | Q12809 | AID 720551 | hit rate 0.37% among 340,000 | U2OS, BacMam KCNH2, thallium flux FluxOr; stronger effect = lower value | activity change, % at 1.84 µM;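 active = maximum activity change below -70%; inconclusive = maximum activity change between -70% and -50%; inactive = maximum activity change above -50%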
Target sequence (Q12809 whole entry, looked up): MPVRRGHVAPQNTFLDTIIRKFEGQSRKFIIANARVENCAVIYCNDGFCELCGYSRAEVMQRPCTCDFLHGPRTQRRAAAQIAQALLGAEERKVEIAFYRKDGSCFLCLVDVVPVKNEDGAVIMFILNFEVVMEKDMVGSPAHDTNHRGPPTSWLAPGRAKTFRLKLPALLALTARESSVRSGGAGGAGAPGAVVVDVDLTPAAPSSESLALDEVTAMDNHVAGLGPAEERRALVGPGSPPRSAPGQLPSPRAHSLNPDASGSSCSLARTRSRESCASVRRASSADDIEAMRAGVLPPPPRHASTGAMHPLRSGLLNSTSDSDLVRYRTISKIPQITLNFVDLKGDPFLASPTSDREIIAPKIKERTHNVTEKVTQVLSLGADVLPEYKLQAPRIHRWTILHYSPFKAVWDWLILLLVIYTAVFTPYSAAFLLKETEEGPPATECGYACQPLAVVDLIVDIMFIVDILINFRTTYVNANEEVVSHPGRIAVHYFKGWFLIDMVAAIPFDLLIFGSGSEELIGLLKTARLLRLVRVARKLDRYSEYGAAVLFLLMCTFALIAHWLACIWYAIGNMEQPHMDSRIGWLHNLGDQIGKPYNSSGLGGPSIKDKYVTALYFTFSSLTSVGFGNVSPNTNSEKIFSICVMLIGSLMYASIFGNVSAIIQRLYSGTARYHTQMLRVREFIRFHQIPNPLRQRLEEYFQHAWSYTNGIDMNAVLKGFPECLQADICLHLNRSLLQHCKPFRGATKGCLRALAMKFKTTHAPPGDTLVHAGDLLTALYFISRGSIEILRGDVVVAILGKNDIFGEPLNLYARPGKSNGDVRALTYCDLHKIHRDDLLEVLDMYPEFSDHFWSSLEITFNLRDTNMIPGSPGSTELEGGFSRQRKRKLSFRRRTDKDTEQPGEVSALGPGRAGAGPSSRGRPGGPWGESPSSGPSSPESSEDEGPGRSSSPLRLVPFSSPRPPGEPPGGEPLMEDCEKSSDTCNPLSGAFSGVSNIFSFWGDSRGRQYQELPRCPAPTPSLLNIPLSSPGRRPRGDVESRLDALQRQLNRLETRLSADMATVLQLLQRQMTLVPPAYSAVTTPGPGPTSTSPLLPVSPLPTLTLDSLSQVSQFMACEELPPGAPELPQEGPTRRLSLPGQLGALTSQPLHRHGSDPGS
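U2OS cells transduced with wild-type KCNH2 virus are loaded with FluxOr dye for 45 min, and thallium flux is measured in kinetic reads before and after stimulation buffer. Rate constants are normalized to DMSO controls.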
KCNH2 3.1 inh – blocks the human KCNH2 3.1 channel isoform; U2OS KCNH2 3.1, thallium flux FluxOr; stronger effect = lower value; activity change, % (tested at about 1.8 µM); hit rate 0.95% among 340,000;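 active = maximum activity change below -70%; inconclusive = maximum activity change from -70% to -50%; inactive = maximum activity change above -50%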;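 note: thallium influx rate constant from kinetic fluorescence after stimulation buffer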
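FluxOr-based Tl+ influx in U2OS cells transduced with KCNH2 3.1 virus; rate constants normalized to DMSO controls.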
Eya2 inh – blocks the phosphatase activity of human Eya2. AID 488837. O00167. Potency, µM (doses to about 76.9 µM), for the others: at the highest dose activity, negative = inhibition, hits mostly inhibitors. hit rate 0.006% among 330,000. recombinant Eya2, OMFP fluorescence dephosphorylation (OMFP is methylfluorescein phosphate); note: potency is the fitted concentration of half-maximal effect
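Eya2 (0.2 uM) preincubated 10 min at ambient with compound, then OMFP substrate added at 50 uM; 10 min reaction in 50 mM HEPES pH 7.5, 50 mM NaCl, 5 uM MgCl2, 0.05% BSA, 1 mM DTT. Fluorescence read at Ex 485/Em 525 nm.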
GALK inhibitor – galactokinase (human) inhibition. AID 1868. Purified GALK, Kinase-Glo residual ATP luminescence. hit rate 0.007% among 270,000. P51570. Potency, µM (titrated, usually from 57.5 µM), for inactives: at the top dose activity change, negative = inhibition, most hits filed as inhibitors; note: potency is the fitted concentration of half-maximal effect
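Kinase-Glo Plus luminescence measured ATP left after a 1 h room-temperature reaction. The reaction used 5 nM GALK, 100 uM galactose and 35 uM ATP at pH 8.0 (20 mM HEPES, 5 mM MgCl2, 60 mM NaCl, 1 mM DTT, 0.01% BSA).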
Giardia killer – Giardia lamblia killing; Giardia lamblia trophozoite viability; AID 540267; activity change, % at 7.66 µM, hits read low; hit rate 0.15% among 340,000; in the data active = activity change below about -80%; inconclusive = between about -30% and that limit;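 note: parasites exposed to compound for two days anaerobically before the ATP read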
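Media and compound were dispensed first, then trophozoites at 100 cells/well; plates sat 48 hrs at 37 deg C without oxygen before ATP luminescence reagent was added and read after 15-30 min at room temperature.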
uPA generation – inhibitors of cell surface uPA generation; cell surface uPA generation assay, qHTS; Potency, µM (series often up to 38.3 µM), for inactives: at the highest dose activity change, negative = inhibition, hits mostly inhibitors; hit rate 0.31% among 330,000; active = well fitted inhibition curve with a large enough effect; inconclusive = small, poorly fitted or top-dose-only effect; inactive = no such curve, though single readings can be large or run the other way; tested in mouse RAW 264.7 cells; note: potency is the fitted concentration of half-maximal effect; nearly all actives have a fitted effect of over 55% in size
BCR signal inh – inhibitors of chronic active B-cell receptor signaling; ABC-DLBCL IkBa-CBG/CBR reporter, luminescence ratio, 4 h; Potency, µM (doses to about 46.1 µM), for inactives: top-dose ratio change, negative = lower green/red ratio, hits mostly inhibitors; hit rate 0.05% among 340,000; active = well fitted inhibition curve with a large enough effect in the signal ratio, with a control signal flat, not every such curve was filed as active; inconclusive = small, poorly fitted or top-dose-only effect, or effect the other way, or a change in a side signal; the % refers to the signal ratio;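 note: potency is the fitted concentration of half-maximal effect; plate controls were basal doxycycline-induced cells for no effect and cells given 10 µM MG132 for full effect; MG132 reads +100%, hits lower the ratio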
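Cell line TMD8 (human ABC DLBCL), stably expressing tet-inducible CBG68-IkBa fusion and CBR; IMDM/0.5% FBS; cpd up to 46 uM; dox induction, 4 h, 37C/5% CO2; dual luminescence; green/red ratio; MG132 control.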
Active calls of the source: *; ? = inconclusive; . = not tested or not shown; & = joins results of further samples; [ ] = remark or other dose. Unless noted, calls come from the whole dose curve; as a rule, active = well fitted curve in the direction sought with a large enough effect; inconclusive = small, poorly fitted or top-dose-only effect, or another doubt; inactive = no such curve, though single readings can be large; an effect the other way counts as inactive or inconclusive. Unless noted, % is set by controls: 0 for no effect and ±100 for the full control effect.

SMILES	USP2a block	PKM2 activator	B2AR arrestin	Coupling enz	hERG WT inh	KCNH2 3.1 inh	Eya2 inh	GALK inhibitor	Giardia killer	uPA generation	BCR signal inh
COC(=O)c1sc(-c2ccc(C(C)(C)C)cc2)cc1NC(=O)CCC(=O)O	1%	4%	-0.2%	8	0	1	-19%	.	2	?	?
COc1ccc(N2CCN(Cc3nnc(-c4ccccc4)o3)CC2)cc1	7%	3%	-0.1%	2	-6	-9	6%	1%	-11	1%	4%
CCn1c(=S)sc2c(=O)n(CC(=O)Nc3ccccc3)c(C)nc21	-1%	-7%	-1.1%	-2	-3	5	?	-1%	-4	1%	10%
COC(=O)[C@@H]1CC[C@H](C)[C@@H](c2ccc(C)cc2)N1C(=O)c1ccc(/C=N/OC[C@@H](O)COCc2ccco2)cc1	-9%	-5%	?	-1	.	.	-13%	.	.	.	?
O=c1c(Cl)c(Cl)cnn1Cc1ccccc1Cl	1%	21%	-0.7%	-3	0	5	-1%	1%	4	-9%	?
CN(C(=O)COC(=O)c1n[nH]c2ccccc12)C1CCS(=O)(=O)C1 (configuration not stated)	4%	2%	-0.3%	0	21	12	-5%	-1%	6	-1%	-5%
COc1ccc2cc(-c3[nH]ncc3CN3CCCC3c3nonc3C)ccc2c1 (configuration not stated)	0%	2%	0.0%	-7	-22	-7	-1%	-2%	8	?	-5%
CC(C)CC1C(C#N)=C(N)SC(N)=C1C#N	4%	19%	0.1%	-4	-14	0	-5%[15.4 µM]	2%	8	-4%	1%
O=C(/C=C/c1cc(Br)ccc1F)Nc1cccnc1	1%	16%	0.2%	0	13	-13	11%	-2%	4	2%	-20%
COCCn1c(=O)c2c(nc3n2CCCN3Cc2ccccc2)n(C)c1=O	4%	.	-1.5%	0	1	-2	-31%	.	5	1%	?
N#Cc1ccccc1N1CCN(C(=O)c2ccc(NC(=O)c3ccc(Br)o3)cc2)CC1	0%	.	0.3%	.	-6	-1	-20%	.	16	10%	-10%
COc1cccc(N/C=C/C(=O)c2ccc(Cl)cc2)c1	5%	3%	5.8%	-4	5	15	-1%	1%	-7	-7%	?
COc1ccc(C)cc1NC(=O)CN(C)S(=O)(=O)c1ccc2c(c1)CC(C)N2C(C)=O (configuration not stated)	1%	.	0.0%	.	14	10	-11%	1%	5	?	-7%
Cn1cnc([N+](=O)[O-])c1NC(C)(C)C	-7%	-2%	-0.2%	-1	-9	-1	-7%	2%	-30	-2%	3%
Cc1c(Br)c([N+](=O)[O-])nn1CC(=O)Nc1sc2c(c1C(=O)OC(C)C)CCCC2	2%	0%	-1.1%	0	2	-2	3%	1%	-9	1%	-1%
COc1cc2ccccc2cc1C(=O)NC1CCCCC1	-4%	.	0.2%	.	7	-4	0%	.	1	-13%	-3%
CCSc1nnc(-c2ccc(Cl)cc2Cl)o1	1%	-3%	8.6%	3	-6	-2	3%[15.4 µM]	2%	4	.	?
CCN1C(=O)CCCc2ccccc21	-3%	-8%	-0.2%	-2	3	-9	11%	-1%	18	-2%	1%
CC(C)(C)CC(=O)O/N=C(\N)c1ccncc1	0%	3%	-0.2%	1	-3	-18	-3%	0%	8	-2%	-2%
Cc1cc(C)cc(C(=O)N(Cc2ccco2)c2c(N)n(Cc3ccccc3)c(=O)[nH]c2=O)c1	0%	.	0.4%	.	3	-11	15%	.	-9	-1%	-1%
C[C@H]1CN([C@@H](C)CO)C(=O)c2cccc(NC(=O)C3CC3)c2O[C@H]1CN(C)C(=O)Nc1ccc2c(c1)OCO2	2%	.	0.5%	.	-21	-33	?	.	16	-13%	2%
CCOC(=O)N1CCN(C(=O)c2cc3c(ccc4ccccc43)oc2=O)CC1	?	3%	-0.1%	2	1	1	-7%	4%	12	1%	1%
COc1ccc(NCc2cccnc2)cc1	3%	0%[11.5 µM]	0.2%	-1	0	19	-1%	-3%	10	-1%	0%
COC(=O)[C@@]1(Cc2ccc(F)cc2)[C@H]2c3cc(C(=O)N(C)C)n(Cc4nc5ccccc5[nH]4)c3C[C@H]2CN1C(=O)c1ccccc1	-10%	11%&8%	6.5%	-5&1	.	.	2%	.	-6	?	-2%
NC(=O)c1[nH]cnc1N	1%&3%	2%&-3%	0.2%&-0.8%	1	-17&-5	-1&2	13%&6%	-3%	-11&21	14%&-1%	-26%&4%
COCc1c(C(=O)OCC(=O)N(C)C2CCS(=O)(=O)C2)oc2ccccc12 (configuration not stated)	1%	.	0.1%	.	-23	4	-21%	.	0	10%	-6%
CC(=O)c1cn(N2CCCCC2)c(=O)[nH]c1=O	0%	.	-1.0%	1	4	6	-5%	-2%	-3	2%	3%
COc1ccccc1N(CC(=O)Nc1ccc(C(F)(F)F)cc1)S(C)(=O)=O	-2%	-6%	-0.2%	-6	.	-11	-23%	0%	-6	0%	?
O=C(O)c1ccc(OCCOc2ccccc2)cc1	1%	?	-0.8%	12	24	1	7%	1%	6	7%	-15%
CCOc1ccc(-c2nnc3ccc(SCC(=O)NCc4ccco4)nn23)cc1	3%	5%	-0.2%	1	17	-18	?	-8%	-5	.	1%
O=C(NCCCCCCNC(=O)C1CCCC1)C1CCCC1	-1%	7%	-0.4%	-1	4	10	-13%	-2%	5	2%	3%
CCC(C)(NC(=O)c1ccc2c(c1)OCO2)C(=O)NC1CCCCC1 (configuration not stated)	-1%	-4%	0.0%	1	3	-3	-6%	0%	34[activator]	6%	-1%
CCN(CC)S(=O)(=O)c1cc(C(=O)OCC(=O)Nc2cccc(Br)c2)ccc1F	-3%	7%	0.0%	2	6	4	-4%	-1%	12	2%	0%
O=C(CC1NCCNC1=O)Nc1ccc(Cl)c(Cl)c1 (configuration not stated)	1%	-1%	-1.7%	1	1	-2	2%	.	-16	-2%	9%
CCn1nc(C)c(NC(=O)Nc2cccc(Cl)c2Cl)c1C	1%	-6%	-0.2%	1	-2	11	10%	0%	0	9%	2%
Cc1ccc(NC(=O)COC(=O)c2cc(Cl)ccc2[N+](=O)[O-])c(C)c1	-1%	-3%	-0.2%	7	0	-14	1%	1%	-14	-3%	?
S=c1[nH]nc(CSCc2ccc(Cl)cc2Cl)n1-c1ccccc1	2%	-4%	-0.1%	8	-9	-15	-5%	0%	9	.	2%
O=C(c1cc2cc(Br)ccc2s1)N1CCOCC1	4%	-1%	-0.4%	3	7	-8	-3%	6%	9	5%	?
Cc1cccc(C(C)C)c1NC(=O)COC(=O)c1cccc(S(=O)(=O)N2CCc3ccccc3C2)c1	-1%	-5%	-2.0%	-1	2	3	11%	0%	4	6%	0%
O=C(N/N=C/C=C/c1ccccc1)c1ccccn1	3%	-5%	3.4%	2	3	4	9%	0%	24	-4%	?
O=C(c1ccc(C(F)(F)F)cc1)c1c[nH]c(C(=O)NCCCn2ccnc2)c1	0%	-4%	0.0%	1	39	-24	1%	5%	-2	.	-7%
Cc1ccc2[nH]c(=O)c3cc(C(=O)NCCC(C)C)sc3c2c1	4%	.	0.5%	1	29	5	-5%	.	0	-3%	?
CC(=O)N1CCc2c(sc(NC(=O)c3ccc([N+](=O)[O-])o3)c2C#N)C1	5%	-20%	0.1%	-11	0	10	2%	7%	-88*	-22%	?
Fc1ccc(C(c2nnnn2C2CCCC2)N2CCN(Cc3ccncc3)CC2)cc1 (configuration not stated)	4%	-1%	-0.2%	0	9	-22	-10%	2%	-25	-4%	0%
Cc1nn(C)c(C)c1C(=O)NN	0%	0%	0.0%	-1	-7	-7	10%	-3%	-9	-6%	?
O=C(Nc1cc(-c2nc3ncccc3o2)ccc1Cl)c1cccs1	-1%	-1%	-0.4%	0	-4	.	-3%	-5%	-4	-1%	-9%

3 compounds from above, arranged by the value under PKM2 activator, low to high.
| molecule | PKM2 activator | B2AR arrestin | Eya2 inh | GALK inhibitor | uPA generation | BCR signal inh |
| --- | --- | --- | --- | --- | --- | --- |
| CC(=O)N1CCc2c(sc(NC(=O)c3ccc([N+](=O)[O-])o3)c2C#N)C1 | -20% | 0.1% | 2% | 7% | -22% | ? |
| O=C(c1ccc(C(F)(F)F)cc1)c1c[nH]c(C(=O)NCCCn2ccnc2)c1 | -4% | 0.0% | 1% | 5% | . | -7% |
| CCOC(=O)N1CCN(C(=O)c2cc3c(ccc4ccccc43)oc2=O)CC1 | 3% | -0.1% | -7% | 4% | 1% | 1% |
